# Screening results (PubChem BioAssay)
# GLD-1 RNA inh: GLD-1/TGE RNA complex disruptors, primary screen, biochemical, fluorescence polarization. AID 2280, 2010. 0.44% of 320,000 active. purified GLD-1 + fluorescein TGE RNA. Female germline-specific tumor suppressor gld-1 (Caenorhabditis elegans), Q17339. inhibition, % at 5.96 µM;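 active means percent inhibition above a per-plate cutoff, the plate mean of test compounds plus 3 SD, cut at about 30% in these data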;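 further: 0% = DMSO wells with GLD-1 and probe and 100% = wells lacking GLD-1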
# CIT2 TOR yeast: modulators of CIT2-GFP expression in yeast, primary screen, S. cerevisiae, GFP fusion, multiplex flow cytometry, MLPCN library; S. cerevisiae CIT2-GFP strain, 3 h; 100 means same as DMSO wells; 0.065% of 320,000 active; GFP response vs DMSO, % at 10 µM;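 active means GFP response relative to DMSO above a set limit, near the screen mean plus 3 SD, cut at about 150% in these data; inconclusive means Fewer than 70 cells measured for a yeast strain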;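 further: ratio of well median GFP fluorescence to mean of DMSO wells on the plate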
# VLA-4 inh: inhibition in human VLA-4 binding assay, primary screen, VLA-4 allosteric modulator project, MLPCN library, flow cytometry, VLA-4 expressing cells; AID 2557, 2010; 0.2% of 330,000 active; ligand binding flow cytometry; inhibition, % (about 7 µM as worked out from the volumes in the protocol); Integrin alpha-4 (Homo sapiens), P13612; in the data active means inhibition above about 50%
# Target sequence (P13612 whole entry, looked up): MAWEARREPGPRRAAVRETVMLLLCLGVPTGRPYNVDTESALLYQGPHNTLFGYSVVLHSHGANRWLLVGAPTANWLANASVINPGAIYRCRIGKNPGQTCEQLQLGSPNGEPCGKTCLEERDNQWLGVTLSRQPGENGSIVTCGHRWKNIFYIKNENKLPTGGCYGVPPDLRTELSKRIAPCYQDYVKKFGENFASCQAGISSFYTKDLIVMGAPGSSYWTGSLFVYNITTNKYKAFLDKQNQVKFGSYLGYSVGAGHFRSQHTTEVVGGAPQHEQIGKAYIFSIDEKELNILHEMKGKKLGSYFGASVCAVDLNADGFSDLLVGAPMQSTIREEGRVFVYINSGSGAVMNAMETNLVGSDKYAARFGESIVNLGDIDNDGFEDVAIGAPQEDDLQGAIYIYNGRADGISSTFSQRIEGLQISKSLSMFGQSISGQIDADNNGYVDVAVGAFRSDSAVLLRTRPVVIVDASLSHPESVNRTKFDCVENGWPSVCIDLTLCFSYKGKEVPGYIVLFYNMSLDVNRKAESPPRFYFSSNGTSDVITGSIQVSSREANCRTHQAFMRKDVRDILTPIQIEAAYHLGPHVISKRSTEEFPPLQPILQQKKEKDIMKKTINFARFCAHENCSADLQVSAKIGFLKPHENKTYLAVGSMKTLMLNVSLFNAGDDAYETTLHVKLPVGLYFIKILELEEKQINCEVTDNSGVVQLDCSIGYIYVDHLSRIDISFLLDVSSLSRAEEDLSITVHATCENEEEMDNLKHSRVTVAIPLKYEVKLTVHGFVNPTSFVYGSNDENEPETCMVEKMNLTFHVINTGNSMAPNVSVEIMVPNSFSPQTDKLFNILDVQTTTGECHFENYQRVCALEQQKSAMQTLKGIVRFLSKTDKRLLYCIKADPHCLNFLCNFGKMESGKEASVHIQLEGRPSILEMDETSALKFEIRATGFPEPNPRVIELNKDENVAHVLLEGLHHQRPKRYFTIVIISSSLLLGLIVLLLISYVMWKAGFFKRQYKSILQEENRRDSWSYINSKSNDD
# BCLXL inh: inhibitors of human Bcl-xL, primary screen, biochemical, fluorescence polarization, HTS | Bcl-2-like protein 1 (Homo sapiens), Q07817 | GST-Bcl-xL / FITC-Bim BH3 peptide fluorescence polarization | inhibition, % at 10.9 µM | 0.7% of 320,000 active;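 active means inhibition above the mean of all tested compounds plus 3 SD, cutoff set per campaign, cut at about 30% in these data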;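 further: 0% = DMSO wells and 100% = unlabeled Bim-BH3 peptide competitor; inhibitors lower millipolarization by displacing the labeled peptide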
# Yeast superoxide: reduction of superoxide in aged yeast, primary screen, HTS; S. cerevisiae aged cells, superoxide DHE fluorescence; stronger effect = lower value; superoxide response (% of plate mean), % at 10 µM; 0.18% of 330,000 active; AID 2690, 2010;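 active means superoxide response under a set limit, about three screen SD below normal, cut at about 65% in these data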;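 further: yeast aged for seven days with compound at 30 °C before DHE staining; 100% = average MFI of all compound-treated wells on the plate with controls excluded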
# MCL1 BIM primary: inhibitors of MCL1 binding to BIM-BH3, primary screen, biochemical, fluorescence polarization | Induced myeloid leukemia cell differentiation protein Mcl-1 (Homo sapiens), Q07820 | GST-MCL1 / FITC-Bim-BH3 fluorescence polarization | inhibition, % at 10.9 µM | 0.68% of 320,000 active | AID 2057, 2009;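 active means inhibition above the mean inhibition of all tested compounds plus 3 SD, set per campaign, cut at about 40% in these data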;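 further: 0% = DMSO wells and 100% = unlabeled Bim-BH3 peptide control; higher means more loss of mP so more displacement of Bim peptide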
# MEX-5 binding: MEX-5 zinc finger RNA-binding disruptors – biochemical, C. elegans, fluorescence polarization, MLPCN library, primary screen; Zinc finger protein mex-5 (Caenorhabditis elegans), Q9XUB2; MEX-5/FITC-TCR2 RNA binding; stronger effect = lower value; activity score (negative = inhibition of binding), % at 10 µM; 0.38% of 300,000 active; AID 1832, 2009;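 active means inhibition past about -25% in most replicates, and total fluorescence under double the plate's negative control median, limit read from the data; inconclusive means replicates evenly split on the limit, or fluorescence at least double controls; inactive means too little inhibition in most replicates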;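 further: 0% = DMSO and -100% = 5 µM competing unlabeled TCR2 RNA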
# GRK2 aptamer HTS: compounds blocking aptamer binding on GRK2 – biochemical, human GRK2, bead flow cytometry, HTS, primary screen; Beta-adrenergic receptor kinase 1 (Homo sapiens), P25098; FAM-aptamer displacement from GRK2; inhibition of aptamer binding, % at 10 µM; 0.59% of 330,000 active;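 active means inhibition of aptamer binding above 40%, roughly 3 SD of noise, on plates passing a quality check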;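 further: median bead fluorescence of bound FAM aptamer so fluorescent compounds give negative values; no value below 0 was filed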
# AGP1 TOR yeast: modulators of AGP1-GFP expression in yeast TOR pathway, primary screen, cell-based, multiplex flow cytometry, S. cerevisiae, MLPCN library; 3 h; GFP as percent of DMSO wells; GFP response vs DMSO, % at 10 µM; 0.02% of 320,000 active;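 active means GFP response relative to DMSO above a set limit, near screen average plus 3 SD, cut at about 150% in these data; inconclusive means fewer than 70 cells counted for the yeast strain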;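 further: median GFP channel fluorescence of the gated AGP1 strain per well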
# Active calls of the source: *; i = inactive; u = inconclusive; x = not tested or not shown.
# Results follow in this order: GLD-1 RNA inh	CIT2 TOR yeast	VLA-4 inh	BCLXL inh	Yeast superoxide	MCL1 BIM primary	MEX-5 binding	GRK2 aptamer HTS	AGP1 TOR yeast
O=C(N/N=C/c1ccc(O)c(O)c1O)/C(=C/c1ccc([N+](=O)[O-])cc1)NC(=O)c1ccccc1
→ 5	103	0	20	77	41*	-0.3	3	98
CCCCn1c(-c2sccc2C)n[nH]c1=S
→ -2	95	8	-17	99	-14	3.0	4	98
O=c1[nH]c(N2CCOCC2)nc2ncn(Cc3ccccc3)c12
→ 3	x	33	2	98	9	0.3	0	91
CCOC(=O)c1[nH]c(C)c(C(=O)OCC(=O)NCc2ccc(Cl)cc2)c1C
→ 0	99	3	-5	102	-4	x	2	102
CCOc1ccc(NC(=O)CN2CCN(c3ccccc3C)CC2)cc1S(=O)(=O)N1CCCC1
→ -1	102	7	-1	94	-10	x	0	109
C=CCNc1nc(NCCN2CCOCC2)nc(OC)n1
→ 3	102	16	4	119	-1	-0.8	3	102
CCOC(=O)c1ccc2c(c1)n(CC)c(/C=C/Nc1ccccc1)[n+]2CC
→ -6	92	-372	-12	101	-29	4.1	0	96
CCc1ccc(OCC(=O)N/N=C/c2ccc(OS(=O)(=O)c3ccc(C)cc3)c(OC)c2)cc1
→ 5	110	-5	4	90	6	-1.4	3	109
COc1ccc2nc3oc(C(=O)N4CCN(c5cccc(C(F)(F)F)c5)CC4)cc3cc2c1
→ 2	89	10	4	122	1	1.5	0	97
CCN(CC)c1ccc(C(=O)N/N=C(\C)c2ccc(O)cc2)cc1
→ 3	100	16	0	81	6	-1.4	1	96
C[C@@H](NC(=O)C(=O)c1c[nH]c2ccccc12)c1ccccc1
→ 3	94	-6	3	82	0	-1.7	5	97
C=CCNC(=O)CCc1nnc(C2(c3ccc(Cl)cc3)CCC2)o1
→ -1	97	4	4	112	1	-1.9	0	94
COc1cc(NS(=O)(=O)c2ccc(Nc3nc(-c4ccccc4)cs3)cc2)nc(OC)n1
→ 6	100	15	8	87	3	-1.2	3	99
O=C(NCCc1ccccn1)c1ccc(OC2CCN(Cc3ccccn3)CC2)cc1
→ 4	97	-10	6	104	5	-1.7	3	99
Cc1c(OC(C)C(=O)NCCN2CCOCC2)ccc2c3c(c(=O)oc12)CCC3 (centres undefined)
→ 6	110	6	2	100	3	-0.8	0	105
Cn1cc(S(=O)(=O)NCc2ccc(F)cc2)c(=O)n(C)c1=O
→ -1	101	0	4	103	12	-0.8	0	94
COc1cc(/C=C/C(=O)O)cc(S(=O)(=O)NCc2ccc3c(c2)OCO3)c1OC
→ -2	102	11	0	95	-6	-1.7	0	107
CN(C[C@H](Cc1ccccc1)N(CCN(CCc1ccccc1)N=O)N=O)N=O
→ -3	89	17	-2	103	3	0.0	0	91
Cc1nc(SCCc2nc3ccccc3[nH]2)c2oc3ccccc3c2n1
→ -1	104	10	x	94	x	x	0	106
Cc1ccc(/C=C/C(=O)NCc2cccs2)cc1
→ 0	87	4	0	77	-6	2.4	1	89
CCSc1nnc(NC(=O)C2CCN(S(=O)(=O)c3cc(C(F)(F)F)ccc3Cl)CC2)s1
→ 0	86	15	3	117	-9	0.7	4	93
O=C(COc1ccc2ccccc2c1)NNC(=O)[C@@H]1CCCC[C@@H]1C(=O)O
→ -2	97	-3	2	101	8	1.0	0	98
COc1cccc(NC(=O)Nc2nnc(-c3ccccc3SCc3ccccc3)s2)c1
→ 5	117	-2	3	96	7	2.2	1	106
Cc1ccc2c(c1)C(=O)C(=O)N2CCCOc1ccccc1
→ -4	96	28	3	109	-2	-0.7	0	107
COc1ccc(NC(=O)Cn2c(=O)c(C)nc3ccccc32)cc1Cl
→ 0	102	9	-3	99	0	-1.9	2	110
COc1cc2[nH]cc(C(=O)NCc3cccs3)c(=O)c2cc1OC
→ -1	108	-6	14	76	4	-2.5	0	106
O=C(c1nc2nc(-c3ccccc3)cc(C(F)(F)F)n2n1)N1CCOCC1
→ 5	u	-1	7	105	10	-2.8	0	x
COCCN(C(=O)COC(=O)c1cccnc1Cl)c1c(N)n(Cc2ccccc2)c(=O)[nH]c1=O
→ -1	103	-7	2	99	-2	-3.8	0	107
CC(=O)c1ccc(-c2ccc(C(=O)N3CCCc4ccccc43)o2)cc1
→ -4	95	5	2	88	3	2.3	3	99
C/C(=N\NC(=O)c1nnn(-c2nonc2N)c1C)c1ccc(OCc2ccccc2)cc1
→ -33	105	3	7	98	5	0.4	1	107
Cc1ccc(CNC(=O)CSc2nc3ccccc3c(=O)n2CCCO)cc1
→ -6	102	-10	0	85	-12	1.4	0	107
CCCN1CCN(C2CCCCC2NS(=O)(=O)c2ccc(Cl)cc2)CC1 (centres undefined)
→ 15	100	5	5	120	10	0.6	0	97
CC1CCC2(CC1)NC(=O)N(CC(=O)N(Cc1ccccc1)C(C)(C)C)C2=O (centres undefined)
→ 2	104	17	-13	91	-12	x	1	101
COc1ccc(CCNC(=O)Cc2cc(=O)[nH]c(=O)[nH]2)cc1OC
→ -4	109	12	5	98	3	-0.2	0	112
Cc1ccc(-n2nc3c(=O)n(C(C)C(=O)NCCC4=CCCCC4)nc(C)c3c2C)cc1 (centres undefined)
→ -3	107	2	9	94	8	-2.0	0	111
Cn1nc(-c2ccc(Cl)cc2)cc1NC(=O)CC(C)(C)CC(=O)O
→ 13	86	-1	1	97	1	-1.0	0	98
CCCc1cc(=O)[nH]c2nnc(SCC(=O)Nc3ccc4c(c3)OCCO4)n12
→ -7	114	-16	5	86	3	0.9	5	109
Cc1ccc(S(=O)(=O)N(C)C)cc1NC(=O)c1ccccc1Br
→ 8	95	25	1	92	-6	-0.9	2	102
Cc1ccc(C)c(Sc2ccc(NC(=O)CCN3C(=O)NC4(CCCC4)C3=O)cc2)c1
→ 9	101	-3	-6	110	-5	x	2	104
Cc1nn(CCc2nn[nH]n2)c2nc(-c3ccc(Br)cc3)cc(C(F)(F)F)c12
→ 2	98	2	4	121	9	-1.0	2	104
Cc1ccccc1NCC(=O)N=Nc1c(O)[nH]c2ccc([N+](=O)[O-])cc12
→ 8	101	-2	9	108	9	0.1	1	100
CCNC(=O)NC(=O)C(C)OC(=O)c1cccnc1SC (centres undefined)
→ -4	105	-2	1	95	3	1.5	0	95
Cc1ccc(NC(=O)COC(=O)c2ccc(=O)n(Cc3ccccc3)n2)cc1F
→ 6	97	23	-1	106	1	-1.7	0	116
OC(CN1CCOCC1)c1ccc(F)cc1 (centres undefined)
→ 4	105	-2	3	108	-2	-0.8	0	99
CC(C)n1cnc2cc(NCc3ccccc3O)ccc21
→ 1	103	-3	0	94	0	-0.1	2	101
O=C(NCC1CCCO1)[C@@H]1CSC2c3ccccc3C(=O)N21 (some centres undefined)
→ -2	108	9	-2	96	-4	-0.3	0	109
COc1cccc(C(=O)Nc2cccc(NC(C)=O)c2)c1
→ -4	99	4	0	124	4	0.1	0	99
O=C(Nc1ccc(Cl)cc1)N1CCOC12CCC1(CC2)OCCO1
→ -7	100	2	1	90	1	-1.6	3	104
COC(=O)c1ccc(NC(=O)CNCc2ccncc2)cc1
→ -2	101	10	-1	95	-5	2.1	0	102
CCCOC(=O)Nc1c(C)cccc1C(C)C
→ -1	102	0	2	115	7	-0.7	5	99
O=C(C1CCCN(S(=O)(=O)c2cccc3nsnc23)C1)N1CCc2ccccc2C1 (centres undefined)
→ 0	99	3	8	89	7	1.6	5	92
Cc1[nH]n(-c2nc(-c3ccccc3F)cc(=O)[nH]2)c(=O)c1CCO
→ 7	107	-5	3	94	-4	-3.4	3	105
CCc1ccccc1NC(=S)N(Cc1ccc(OC)cc1)CC1CCC(C(=O)O)CC1 (centres undefined)
→ 4	98	11	8	i	3	1.5	5	83
CCCCc1cc(=O)oc2cc(OC(C)C(=O)NCC3CCC(C(=O)O)CC3)c(Cl)cc12 (centres undefined)
→ 5	97	27	2	108	5	1.3	0	107
O=C(Nc1cccc(-n2cnnn2)c1)C1CCCN(Cc2cccc(C(F)(F)F)c2)C1 (centres undefined)
→ x	95	0	x	118	x	0.3	0	91
Cc1ccc(S(=O)(=O)NNC(=O)NC23CC4CC(CC(C4)C2)C3)cc1
→ 3	101	24	2	91	-1	-0.5	2	102
O=c1c2cc([N+](=O)[O-])ccc2nc2n1CCCC2
→ -4	97	1	0	95	4	-0.2	64*	93
COCCCN(C(=O)c1cc2c(s1)CCC2)c1c(N)n(Cc2ccccc2)c(=O)[nH]c1=O
→ 2	98	4	4	118	0	-1.7	1	104
COc1nnc(-c2ccc(C)c(S(=O)(=O)N(C)C)c2)c2ccccc12
→ x	101	8	x	106	x	-1.2	3	98
O=C(Nc1ccc(S(=O)(=O)N2CCN(Cc3ccccc3)CC2)cc1)c1cnccn1
→ -2	100	-13	8	106	12	-1.1	0	109

# More compounds follow.
# Results follow in this order: GLD-1 RNA inh	CIT2 TOR yeast	VLA-4 inh	BCLXL inh	Yeast superoxide	MCL1 BIM primary	MEX-5 binding	GRK2 aptamer HTS	AGP1 TOR yeast
CCCCC1=CC2=CC(=O)C(C)(OC(=O)CC)C(=O)C2=CN1C1CCCCC1 (centres undefined)
→ 8	79	-12	20	100	18	-4.5	6	84
CCC1(C)Cc2ccccc2C(Nc2c(C)n(C)n(-c3ccccc3)c2=O)=N1 (centres undefined)
→ 4	100	17	3	103	3	-0.4	1	103
COc1ccc(NC(=O)N(C)C[C@H]2Oc3c(NC(=O)C4CCCCC4)cccc3C(=O)N([C@H](C)CO)C[C@@H]2C)cc1
→ 4	80	-15	x	99	x	x	5	93
NS(=O)(=O)c1cccc(NC(=O)c2ccc(NS(=O)(=O)c3cccc([N+](=O)[O-])c3)cc2)c1
→ 0	106	0	x	102	x	x	3	111
Cc1c(NC(=O)C(C)c2ccc(CC(C)C)cc2)c(=O)n(-c2ccccc2)n1C (centres undefined)
→ 7	105	12	3	104	4	1.6	0	100
O=C(NCCCN1CCCC1)c1ccc(CS(=O)(=O)c2ccc(Br)cc2)o1
→ -7	100	-406	-2	96	1	3.1	0	108
Cc1cc(C(=O)Nc2c[nH]c(=O)[nH]c2=O)ccc1[N+](=O)[O-]
→ -5	108	0	13	76	16	-1.2	0	64
Oc1ccc(/C=N/Nc2nc(N3CCCC3)nc(N3CCCC3)n2)cc1O
→ -1	96	0	27	83	25	-3.1	0	92
CCCCC(=O)Nc1ccc2c(c1)nc(CCNC(=O)c1ccco1)n2C
→ 0	100	17	4	93	0	0.8	1	95
CC(=O)c1ccc(OC(C)C(=O)OCC(=O)NCCc2ccccc2)cc1 (centres undefined)
→ 1	94	44	-15	90	-21	x	0	96
O=C(O)CCN1CCOCC1
→ 4	117	14	8	93	4	0.9	0	106
O=C(O)c1cccnc1C(=O)c1ccccc1
→ 0	x	-2	10	94	12	0.2	0	x
CCn1nc(NC(=O)c2ccco2)c2cc3ccccc3nc21
→ 6	94	-39	13	94	13	-0.3	1	93
